AmpC det inh = Promiscuous and Specific Inhibitors of AmpC Beta-Lactamase (assay with detergent); 71,000 tested, 0.09% active; Potency, µM (highest dose often 28.7 µM), for inactives: at the highest dose activity change, negative = inhibition; AID 584, 2007; purified AmpC, nitrocefin hydrolysis with detergent; active = well fitted curve in the direction sought with a large enough effect
Target sequence (P00811 whole entry, looked up): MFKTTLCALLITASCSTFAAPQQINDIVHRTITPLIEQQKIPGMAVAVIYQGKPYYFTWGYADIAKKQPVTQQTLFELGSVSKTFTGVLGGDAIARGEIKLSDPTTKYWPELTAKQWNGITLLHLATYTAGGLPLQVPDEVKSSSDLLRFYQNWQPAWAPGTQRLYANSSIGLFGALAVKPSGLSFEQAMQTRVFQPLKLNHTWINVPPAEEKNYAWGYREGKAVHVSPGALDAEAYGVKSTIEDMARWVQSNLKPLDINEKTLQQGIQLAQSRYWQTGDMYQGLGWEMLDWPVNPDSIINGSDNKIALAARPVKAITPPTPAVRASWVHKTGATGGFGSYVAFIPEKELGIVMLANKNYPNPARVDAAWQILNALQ
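E. coli AmpC (5.3 nM) in 20 mM phosphate pH 7.0 with 0.01% Triton X-100, preincubated 15 min RT with compound; nitrocefin (2 uL of 800 uM stock) hydrolysis followed by 480 nm absorbance every 20 s over 4 min.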
The depositor's hits bear a star; [ ] = another dose, or the depositor's remark. % is set by controls: 0 for no effect and ±100 for the full control effect; potency is the fitted concentration of half-maximal effect. Not all compounds are listed; rates above refer to the full screens.

#1 O=C(O)[C@H](Cc1ccc(O)c([N+](=O)[O-])c1)N1C(=O)c2ccccc2C1=O
  AmpC det inh: -2%[5.75 µM]

#2 CCCC(=O)Nc1cc(-c2nnc(OC)c3ccccc23)ccc1N1CCOCC1
  AmpC det inh: -2%

#3 Cc1ccc(S(=O)(=O)NCC(=O)NC2CCCC2)cc1
  AmpC det inh: 12%

#4 CCOc1ccc(-c2noc(CCC(N)=O)n2)cc1OCC
  AmpC det inh: 13%

#5 CCOC(=O)Cc1csc(NC(=O)Cc2cccs2)n1
  AmpC det inh: 1%

#6 CCCc1cc(-c2n[nH]c(C)c2-c2ccc(C(=O)OCC)o2)c(O)cc1O
  AmpC det inh: -1%

#7 Cc1ccc2[nH]c(=O)c(CN(CCN3CCOCC3)C(=O)Nc3ccccc3F)cc2c1
  AmpC det inh: -1%

#8 CS(=O)(=O)N1CCC(C(=O)NCCC2=CCCCC2)CC1
  AmpC det inh: -4%

#9 COc1ccccc1CNc1ncncc1-c1ccccc1C
  AmpC det inh: 9%

#10 CN(C)Cc1c(C#N)c2ccccc2n1C
  AmpC det inh: -1%

#11 Cn1c(=O)c2c(nc(CN3CCN(C(=O)c4ccco4)CC3)n2Cc2cccc(Cl)c2)n(C)c1=O
  AmpC det inh: -4%

#12 COc1ccc(-n2c(=O)c(-c3cn(C)c4ccccc34)nc3cncnc32)cc1
  AmpC det inh: 1%

#13 O=C(NCc1ccc(F)cc1)c1cc(S(=O)(=O)N2CCOCC2)ccc1F
  AmpC det inh: -4%

#14 COCCn1c(=O)c(-c2ccc(F)cc2)nc2cnc(Oc3cccc(Cl)c3)nc21
  AmpC det inh: -2%

#15 CCOc1ccccc1-c1nc(-c2ccc(NC(=O)Cc3ccc(OC)cc3)cc2)no1
  AmpC det inh: 0%

#16 CN(C)c1ccc(/C=c2\sc3n(c2=O)CCCN=3)cc1
  AmpC det inh: -7%

#17 O=C(NCc1ccco1)c1ccccc1Nc1ccc(F)cc1
  AmpC det inh: 1%

#18 O=C(c1ccncc1)N1CCC2(CCCN(c3ccncc3)C2)CC1
  AmpC det inh: 0%

#19 CC(=O)Nc1c(OC(C)=O)ccc2c(C)cc(=O)oc12
  AmpC det inh: 1%

#20 CCN1CCN(Cc2ccc(NC(=O)Nc3ccccc3OC)cc2)CC1
  AmpC det inh: 19%

#21 CCN(Cc1cc(Cl)cc(C)c1O)Cc1c(O)ccc2ccccc12
  AmpC det inh: 0%[5.75 µM]

#22 O=S(=O)(c1cccc(-c2cn3cc(Cl)ccc3n2)c1)N1CCOCC1
  AmpC det inh: 13%

#23 CCN(CC)C(=O)Cn1c(=O)n(-c2ccccc2)c(=O)n1CC(=O)N(CC)CC
  AmpC det inh: 7%

#24 O=C(NC1=NCCS1)c1nc(-c2ccccc2)n(-c2ccccc2)n1
  AmpC det inh: -3%

#25 O/N=C/CCn1c(=S)sc2ccccc21
  AmpC det inh: 7%

#26 O=C(CSc1nnc(-c2ccco2)n1CC1CCCO1)NC1CCCC1 (stereo not given)
  AmpC det inh: -6%

#27 CCOc1cc(C(C#N)N2CCOCC2)ccc1OC (stereo not given)
  AmpC det inh: -2%

#28 CCOC(=O)c1cnn(-c2ncnc3c2cnn3Cc2ccccc2)c1N
  AmpC det inh: 11%

#29 Cc1c(N=C2Nc3cccc4cccc2c34)c(=O)n(-c2ccccc2)n1C
  AmpC det inh: -3%

#30 c1ccc(-n2cnnc2SCc2cn3ccsc3n2)cc1
  AmpC det inh: -6%

Gathered by group, those above containing a Cl atom.
#11 Cn1c(=O)c2c(nc(CN3CCN(C(=O)c4ccco4)CC3)n2Cc2cccc(Cl)c2)n(C)c1=O
  AmpC det inh: -4%

#14 COCCn1c(=O)c(-c2ccc(F)cc2)nc2cnc(Oc3cccc(Cl)c3)nc21
  AmpC det inh: -2%

#21 CCN(Cc1cc(Cl)cc(C)c1O)Cc1c(O)ccc2ccccc12
  AmpC det inh: 0%[5.75 µM]

#22 O=S(=O)(c1cccc(-c2cn3cc(Cl)ccc3n2)c1)N1CCOCC1
  AmpC det inh: 13%

Remaining list, next part.
#31 CC(=O)C1=C(C)Nc2ncnn2C1c1ccccc1OCc1ccccc1 (stereo not given)
  AmpC det inh: -7%

#32 COc1ccc(CCC(=O)NC2=NCCS2)cc1OC
  AmpC det inh: -7%

#33 COc1ccc2c(c1)CCCN2C(N)=O
  AmpC det inh: -7%

#34 COc1ccccc1S(=O)(=O)Cc1ccc(C(=O)NCCN2CCCCCC2)o1
  AmpC det inh: 10%

#35 Cn1cccc1Cc1nnc(SCC(=O)N2CCOCC2)n1CCc1ccccc1
  AmpC det inh: 6%

#36 CCOc1ccc(OCC)c(S(=O)(=O)N2CCCCC2C)c1 (stereo not given)
  AmpC det inh: -2%

#37 COC(=O)c1ccc(Nc2cc(C)nc3ncnn23)cc1
  AmpC det inh: 11%

#38 Cc1ccc2c(c1)[nH]c1c(N3CCN(Cc4ccc5c(c4)OCO5)CC3)ncnc12
  AmpC det inh: -5%

#39 Cc1cccc2cc(COC(=O)C3CCCCC3)c(=O)[nH]c12
  AmpC det inh: 12%

#40 Cc1cccc(Cn2c(CN3CCN(Cc4ccccc4)CC3)nc3c2c(=O)[nH]c(=O)n3C)c1
  AmpC det inh: 12%

Exported as tab-separated lines: part of the list above
entry	SMILES	AmpC det inh
33	COc1ccc2c(c1)CCCN2C(N)=O	-7%
34	COc1ccccc1S(=O)(=O)Cc1ccc(C(=O)NCCN2CCCCCC2)o1	10%
35	Cn1cccc1Cc1nnc(SCC(=O)N2CCOCC2)n1CCc1ccccc1	6%
36	CCOc1ccc(OCC)c(S(=O)(=O)N2CCCCC2C)c1 (stereo not given)	-2%
37	COC(=O)c1ccc(Nc2cc(C)nc3ncnn23)cc1	11%
38	Cc1ccc2c(c1)[nH]c1c(N3CCN(Cc4ccc5c(c4)OCO5)CC3)ncnc12	-5%

Next section:
#41 COc1cc(NC(=O)C2CCCCC2)c(OC)cc1NC(=O)c1ccco1
  AmpC det inh: 4%

#42 O=C(O)/C=C\c1ccc(O)c(O)c1
  AmpC det inh: -1%

#43 COc1cccc(C2(O)CCN(C(=O)c3cccs3)CC2)c1
  AmpC det inh: -4%

#44 O=C(Nn1cnnc1)c1cc2c(s1)CCCCC2
  AmpC det inh: -3%

#45 COC(=O)c1ccc(C(=O)OC)c(NC(=O)COC(=O)C23CC4CC(CC(O)(C4)C2)C3)c1
  AmpC det inh: -3%

#46 CNc1ncnc2ccc(-c3cccc(NS(C)(=O)=O)c3)cc12
  AmpC det inh: 7%

#47 CCOC(=O)c1[nH]nc(-c2c(O)cc(C)cc2O)c1-c1csc(C)n1
  AmpC det inh: -4%

#48 Cc1nn2c(nc1=O)SCC(c1ccccc1)=N2
  AmpC det inh: -2%

#49 COc1ccc(OC)c(-c2cc(C(=O)Nc3c(C)n(C)n(-c4ccccc4)c3=O)no2)c1
  AmpC det inh: -2%

#50 O=c1[nH]c(SCc2cccc([N+](=O)[O-])c2)nc2nc[nH]c12
  AmpC det inh: 0%[5.75 µM]

Brought forward from above: 3 compounds; new compounds follow.
#48 Cc1nn2c(nc1=O)SCC(c1ccccc1)=N2
  AmpC det inh: -2%

#49 COc1ccc(OC)c(-c2cc(C(=O)Nc3c(C)n(C)n(-c4ccccc4)c3=O)no2)c1
  AmpC det inh: -2%

#50 O=c1[nH]c(SCc2cccc([N+](=O)[O-])c2)nc2nc[nH]c12
  AmpC det inh: 0%[5.75 µM]

#51 c1ccc(C2COC(c3cccs3)=N2)cc1 (stereo not given)
  AmpC det inh: -5%

#52 O=C(c1cnc(N2CCN(c3ncccn3)CC2)c2ccccc12)N1CCN(c2ccccn2)CC1
  AmpC det inh: 0%

#53 Cn1c(Cn2c(=O)sc3ccccc32)nnc1SCC(=O)NCc1ccc2c(c1)OCO2
  AmpC det inh: 3%

#54 COc1ccc(C(=O)N2CCCN(C)CC2)cc1S(=O)(=O)N1CCCc2ccccc21
  AmpC det inh: -2%

#55 O=S(=O)(c1ccc(N2CC=C(c3ccccc3)CC2)nc1)N1CCCC1
  AmpC det inh: -2%

#56 O=C(OCC(=O)N1CCCc2ccccc21)C1CCN(S(=O)(=O)c2cccs2)CC1
  AmpC det inh: -3%

#57 O=C(O)c1c(F)c(F)c(F)c(F)c1-c1ccc(Cl)cc1
  AmpC det inh: 7%

#58 CCOC(=O)NC1(NC2CCCCC2)Oc2ccccc2O1
  AmpC det inh: 10%

#59 Clc1ccccc1C(Nc1ncccn1)Nc1ncccn1
  AmpC det inh: -3%[5.75 µM]

#60 COc1ccc(N=C(C)C2=C(O)COC2=O)cc1
  AmpC det inh: 1%

#61 COC(=O)CCC(=O)Nc1ccc(Cl)c(Cl)c1
  AmpC det inh: 3%

#62 COC(=O)COc1ccc(S(=O)(=O)NCCC2=CCCCC2)cc1C
  AmpC det inh: -1%

#63 Cc1cccc2cc(CN(CC3CCCO3)C(=O)c3ccco3)c(=O)[nH]c12 (stereo not given)
  AmpC det inh: 10%

#64 COc1ccc(CNC(=O)C2CCCN2C(=O)NC2CCCCC2)cc1 (stereo not given)
  AmpC det inh: 9%

#65 Cc1ccc(Cl)cc1NC(=O)CC(O)(C(F)(F)F)C(F)(F)F
  AmpC det inh: -3%

#66 CCc1cc(=O)oc2cc(C)cc(OC(=O)c3ccco3)c12
  AmpC det inh: -7%

#67 Cn1c(C(=O)O)c(CC(=O)Nc2ccc3c(c2)OCCO3)c2ccccc21
  AmpC det inh: -2%

#68 COc1cccc(N2C(=O)CC(c3c[nH]c4ccccc34)C2=O)c1 (stereo not given)
  AmpC det inh: -2%

#69 Cc1cc(C(C)(C)C)cc(S(=O)(=O)NCCO)c1C
  AmpC det inh: -7%

#70 CCN(CC)S(=O)(=O)c1ccc(/C(O)=C(\C#N)c2nc3ccccc3n2C)cc1
  AmpC det inh: -5%

#71 COC(=O)[C@@]1(Cc2ccccc2)[C@H]2c3cc(C(=O)N4CCCC4)n(Cc4c(CO)[nH]cc(C)c4=O)c3C[C@H]2CN1C(=O)c1ccccc1
  AmpC det inh: 0%

#72 Clc1ccccc1Cl
  AmpC det inh: 8%

#73 CC1CN(S(=O)(=O)c2cccc(-c3cn4ccccc4n3)c2)CC(C)O1 (stereo not given)
  AmpC det inh: -3%

#74 COc1ccc(C2CC(=O)C(C=NCCCN3CCOCC3)=C(O)C2)cc1 (stereo not given)
  AmpC det inh: 7%

#75 Cc1ccc(C(=O)Nc2ccc3c(c2)OCO3)cc1S(=O)(=O)N1CCCCC1
  AmpC det inh: -2%

#76 CC/C(=C1/C(=O)CC(C)(C)C(C(=O)OC)C1=O)N1CCCC1 (stereo not given)
  AmpC det inh: 8%

#77 CCC(=NCCCN1CCOCC1)c1c(O)n(Cc2ccccc2)c(=O)[nH]c1=O
  AmpC det inh: -2%

#78 CCCCc1ccc(Nc2ncnc3nc[nH]c23)cc1
  AmpC det inh: 9%

#79 CCOc1ccccc1-n1c(SCC(=O)N(C(C)C)C(C)C)nnc1-c1cccnc1
  AmpC det inh: -1%

#80 C=C(C)COc1ccc2c(C)c(CC(=O)OC)c(=O)oc2c1C
  AmpC det inh: -4%

#81 CC(C)=CC1C(C(=O)Nc2ccc(Br)cn2)C1(C)C (stereo not given)
  AmpC det inh: 1%

#82 Cc1n[nH]c(C)c1-c1nc2ccccc2[nH]1
  AmpC det inh: -4%

#83 CCOc1ccccc1NC(=O)CCC(=O)O
  AmpC det inh: 12%

#84 O=C(CSc1nnc(-c2ccncc2)n1-c1ccc(F)cc1)NC(=O)NCc1ccco1
  AmpC det inh: -4%

#85 O=C(CSc1nnc(Cc2ccccc2)n1-c1ccccc1)N1CCOCC1
  AmpC det inh: -2%

From PubChem BioAssay
